RORgamma inh = blocks mouse ROR gamma transcriptional activity. Drosophila S2 Gal4-RORgamma UAS-luciferase reporter, 20 h. Potency, µM (highest dose often 53.6 µM), without a hit: top-dose activity change, negative = inhibition, most hits filed as inhibitors. actives 5.4% (n = 310,000). AID 2551. P51450; also: potency is read from the fitted curve at half-maximal effect; % is scaled to controls: 0 for no effect and ±100 for the full control effect; nearly all actives have a fitted effect of over 60% in size
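Luciferase reporter read in Schneider cells carrying Gal4-RORγ (mouse) and UAS-Photinus luciferase; cells given compound 1 h before 700 uM copper sulfate induction, then incubated 20 h at ambient temperature.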
FLuc modulator = inhibits or activates purified firefly luciferase, miR-21 counter-screen; P08659; purified FLuc, Km substrates, luminescence inhibition; Potency, µM (top dose mostly 57.5 µM), for the others: at the highest dose activity change, negative = inhibition, usual class: inhibitors; actives 6.9% (n = 360,000); AID 588342;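 also: potency is read from the fitted curve at half-maximal effect; plate controls were vehicle for no effect and reference inhibitor for full effect; nearly all actives have a fitted effect of over 55% in size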
Target sequence (P08659 whole entry, looked up): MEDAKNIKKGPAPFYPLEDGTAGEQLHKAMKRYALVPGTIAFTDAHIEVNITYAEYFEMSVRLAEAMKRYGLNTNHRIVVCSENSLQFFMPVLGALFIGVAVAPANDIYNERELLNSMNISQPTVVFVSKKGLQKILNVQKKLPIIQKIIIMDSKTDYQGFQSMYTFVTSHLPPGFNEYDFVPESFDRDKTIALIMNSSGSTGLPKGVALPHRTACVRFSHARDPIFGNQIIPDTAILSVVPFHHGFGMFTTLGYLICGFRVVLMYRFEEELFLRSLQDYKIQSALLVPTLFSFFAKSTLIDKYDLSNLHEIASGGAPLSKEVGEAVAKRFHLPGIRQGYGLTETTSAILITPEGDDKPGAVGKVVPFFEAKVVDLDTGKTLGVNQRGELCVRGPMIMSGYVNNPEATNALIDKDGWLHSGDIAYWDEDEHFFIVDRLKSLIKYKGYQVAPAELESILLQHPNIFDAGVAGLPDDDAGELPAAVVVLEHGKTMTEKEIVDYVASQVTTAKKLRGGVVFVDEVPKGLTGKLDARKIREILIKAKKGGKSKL
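Purified P. pyralis luciferase, 10 nM final, with Km-level 10 uM D-luciferin and 10 uM ATP in 50 mM Tris acetate pH 7.5, 10 mM Mg acetate, 0.01% Tween-20, 0.05% BSA; 6-point qHTS titration about 60 µM downward; luminescence read.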
MBNL1 CUG block = inhibitors of human MBNL1 binding to CUG repeat RNA; TR-FRET MBNL1-His/biotin-(CUG)12 binding, 665/545 ratio; Potency, µM (series often up to 57.5 µM), without a hit: at the top dose activity change, negative = inhibition, usual class: inhibitors; actives 0.036% (n = 280,000); active = well fitted inhibition curve with a large enough effect in the signal ratio, with a control signal flat, not every such curve was filed as active; inconclusive = small, poorly fitted or top-dose-only effect, or effect the other way, or a change in a side signal; inactive = no such curve, though single readings can be large or run the other way; the % refers to the signal ratio; also: potency is read from the fitted curve at half-maximal effect; % is scaled to controls: 0 for no effect and ±100 for the full control effect
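TR-FRET between His-tagged MBNL1 and biotin-(CUG)12 RNA, detected with Tb anti-His antibody (0.055 ng/ul) and streptavidin-XL665 (5 nM), 60 min at room temperature. Compounds titrated 92 nM to 58 uM; 665/545 nm ratio normalized to buffer and complex controls.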
KCNH2 3.1 inh = inhibitors of human KCNH2 3.1 potassium channel isoform. U2OS KCNH2 3.1, thallium flux FluxOr; hits give low values. activity change, % (tested at about 1.8 µM). actives 0.95% (n = 340,000);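 active = maximum activity change below -70%; inconclusive = maximum activity change from -70% to -50%; inactive = maximum activity change above -50%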;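 also: thallium influx rate constant from kinetic fluorescence after stimulation buffer; % is scaled to controls: 0 for no effect and ±100 for the full control effect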
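Channel expression came from 3.1 mutant virus (1.77 x 10^8 /mL) applied to suspended U2OS cells for 4 h. Flux was tracked with FluxOr dye plus Red40 quencher, and kinetic rate constants normalized to controls.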
PKM2 activator = activators of human pyruvate kinase M2. P14618. purified PKM2, Kinase-Glo ATP luminescence, activation; response scale: 0% is enzyme alone, no compound. Potency, µM (highest dose often 57.5 µM), for inactives: top-dose activation, hits mostly activators. actives 0.34% (n = 260,000). AID 1631; also: potency is read from the fitted curve at half-maximal effect; % is scaled to controls: 0 for no effect and ±100 for the full control effect; nearly all actives have a fitted effect of over 55% in size
Target sequence (P14618 whole entry, looked up): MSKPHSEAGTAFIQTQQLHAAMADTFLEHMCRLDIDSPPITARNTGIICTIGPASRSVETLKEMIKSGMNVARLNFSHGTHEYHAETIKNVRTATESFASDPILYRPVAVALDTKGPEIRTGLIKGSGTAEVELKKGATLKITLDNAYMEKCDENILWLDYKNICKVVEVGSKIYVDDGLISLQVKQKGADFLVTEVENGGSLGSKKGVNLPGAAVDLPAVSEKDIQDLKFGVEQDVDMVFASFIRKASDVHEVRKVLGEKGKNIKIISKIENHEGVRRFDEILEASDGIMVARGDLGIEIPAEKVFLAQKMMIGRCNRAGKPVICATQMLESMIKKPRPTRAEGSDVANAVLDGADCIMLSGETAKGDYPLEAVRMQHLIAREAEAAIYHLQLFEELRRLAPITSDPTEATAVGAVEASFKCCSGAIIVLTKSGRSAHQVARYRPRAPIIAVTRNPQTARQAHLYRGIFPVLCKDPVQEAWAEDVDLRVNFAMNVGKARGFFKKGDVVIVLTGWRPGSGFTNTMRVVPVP
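Purified hPK-M2 (>95% pure) converted ADP (0.1 mM final) to ATP with 0.5 mM PEP in 50 mM imidazole pH7.2, KCl, MgCl2, Tween 20, BSA; 1 h at room temperature. ATP detected by Kinase-Glo luminescence.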
Menin-MLL TR inh = displaces Texas Red mutant MLL peptide from human menin; O00255; Menin + Texas Red MLL mutant peptide, fluorescence polarization; Potency, µM (top dose mostly 61.6 µM), without a hit: at the highest dose FP activity change, negative = inhibition, most hits filed as inhibitors; actives 0.23% (n = 270,000); AID 1768; active = well fitted inhibition curve with a large enough effect in the polarisation, with a control signal flat, not every such curve was filed as active; inconclusive = small, poorly fitted or top-dose-only effect, or effect the other way, or a change in a side signal; inactive = no such curve, though single readings can be large or run the other way; the % refers to the polarisation; also: potency is read from the fitted curve at half-maximal effect; % of control where 0% means no effect; many of its hits are not listed in these tables
Mito fusion act = blocks mitochondrial division or promotes mitochondrial fusion; S. cerevisiae fusion-defective mutant growth rescue, CellTiterGlo 48 h; AID 485298; actives 0.23% (n = 320,000); Potency, µM (titrated, usually from 46.1 µM), for inactives: at the top dose growth rescue (activation), usual class: activators;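 also: potency is read from the fitted curve at half-maximal effect; % of control where 0% means no effect; nearly all actives have a fitted effect of over 45% in size; temperature-sensitive fusion mutants such as fzo1-1 at 37 °C on non-fermentable ethanol glycerol medium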
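Temperature-sensitive fusion-defective S. cerevisiae (e.g. fzo1-1, mgm1-5) were grown with compound in YPEG medium (3% ethanol, 3% glycerol) for 48 hours at 37C. Growth rescue was measured as viability by CellTiterGlo luminescence after 10 minutes at ambient.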
ELG1 repair inh = inhibitors of ELG1-dependent DNA repair in HEK293T cells; HEK293T ELG1-luciferase reporter, luminescence, 16 h; DNA damage induced by 5-fluorouridine; Potency, µM (series often up to 46.1 µM), for the others: at the top dose activity change, negative = inhibition, usual class: inhibitors; actives 2.3% (n = 330,000); AID 504467; also: potency is read from the fitted curve at half-maximal effect; % is scaled to controls: 0 for no effect and ±100 for the full control effect; nearly all actives have a fitted effect of over 55% in size
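DMSO vehicle served as the neutral condition. Each well held 2,000 cells given 5-fluorouridine plus compound; after 16 hr at 37 °C/5% CO2, ONE-Glo was added and luciferase measured 30 min later.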
Rab9 promoter act = activates the Rab9 promoter | Huh7 Rab9 promoter-luciferase reporter, luminescence, 24 h | Potency, µM (top dose mostly 9.22 µM), inactives show top-dose activation, negative = inhibition, hits mostly activators | actives 2.8% (n = 320,000); also: potency is read from the fitted curve at half-maximal effect; % of control where 0% means no effect; nearly all actives have a fitted effect of over 60% in size
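Stable Rab9-luc Huh7, 1500 cells/well, 2 h settle; cmpd in DMSO, 24 h, 37 °C/5% CO2; luciferase reagent 10 min RT; luminescence.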
NPC1 prom act = NPC1 promoter activation; Huh7 NPC1 promoter luciferase reporter, 24 h; Potency, µM (titrated, usually from 9.22 µM), for inactives: at the top dose activation, hits mostly activators; actives 2.4% (n = 320,000); AID 485313;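 also: potency is read from the fitted curve at half-maximal effect; % of control where 0% means no effect; nearly all actives have a fitted effect of over 60% in size; reporter is driven by a mutant NPC1 promoter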
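Stable NPC1-promoter luciferase Huh7 line; cpd (DMSO) 24 h, 37 °C, 5% CO2; Amplite luciferase reagent 10 min RT; luminescence readout. qHTS format.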
Gal4-VP16 FLuc = inhibits Gal4-VP16 luciferase reporter, ROR gamma counter-screen; Drosophila S2 Gal4-VP16 UAS-luciferase, luminescence, 20 h; Potency, µM (titrated, usually from 53.6 µM), for the others: at the top dose activity, negative = inhibition, actives largely listed as inhibitors; actives 3.5% (n = 310,000);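 also: Gal4-VP16 expression switched on by copper sulfate through the metallothionein promoter; potency is read from the fitted curve at half-maximal effect; % is scaled to controls: 0 for no effect and ±100 for the full control effect; nearly all actives have a fitted effect of over 50% in size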
Active calls of the source: *; ? = inconclusive; · = no result given; [ ] = another dose, or the depositor's remark. Unless noted, calls follow the shape of the dose curve; as a rule, active = well fitted curve in the direction sought with a large enough effect; inconclusive = small, poorly fitted or top-dose-only effect, or another doubt; inactive = no such curve, though single readings can be large; an effect the other way counts as inactive or inconclusive. An excerpt, so the mix of outcomes need not match the whole.

structure,RORgamma inh,FLuc modulator,MBNL1 CUG block,KCNH2 3.1 inh,PKM2 activator,Menin-MLL TR inh,Mito fusion act,ELG1 repair inh,Rab9 promoter act,NPC1 prom act,Gal4-VP16 FLuc
C#CC(CC)(CC)NC(=O)/C=C/C(=O)O,-3%,0%,-12%,24,-6%,·,-7%,6%,-2%,1%,2%
[O-]c1c[n+](-c2ccccc2)no1,25%,-12%,4%,27,-4%,·,-1%,11%,8%,-4%,3%
COc1ccc(S(=O)(=O)N2CCN(CCCOc3ccc(F)cc3)CC2)cc1OC,29%,0%,-2%,-12,-7%,1%,0%,-17%,3%,0%,16%
CN(C(=O)COC(=O)CCC(=O)c1ccc(Cl)cc1)c1c(N)n(Cc2ccccc2)c(=O)[nH]c1=O,·,-15%,·,16,·,·,4%,-22%,-7%,10%,·
COc1ccc(C(O)(CC(C)C)C(CN2CCOCC2)c2ccccc2)cc1 (centres undefined),?,-2%,3%,-8,·,?,4%,-11%,-16%,-6%,0%
N#Cc1ccc(CSc2ccc(S(=O)(=O)N3CCCC3)cn2)cc1,·,-3%,·,2,·,·,1%,?,-2%,0%,·
COc1ccc(NC(=O)CSc2nnc3ccc(-c4cccnc4)nn23)cc1OC,·,-2%,·,-1,·,·,2%,6%,-1%,-1%,·
N/C(=N\OC(=O)CC1CCCCC1)c1ccc(Br)cc1,9%,?,0%,4,-9%,·,-1%,17%,0%,2%,-21%
C=CCNc1nnc(SCC(=O)Nc2ccccc2OC)c2ccccc12,9%,-1%,111%[activator],-5,0%,-4%,4%,-26%,2%,-2%,6%
Cc1cccc(Nc2nc(NCC3CCCO3)nc(N)c2[N+](=O)[O-])c1 (centres undefined),-42%,16%,0%,16,5%,-2%,6%,-6%,-2%,-4%,-13%
Cc1ccc(CC(=O)Nc2ccc(OC(F)F)c(Cl)c2)cc1C,?,1%,-1%,-2,2%,?,21%,-8%,0%,-1%,-13%
COc1ccccc1C(CNc1ncccc1[N+](=O)[O-])N(C)C (centres undefined),31%,0%,?,1,-2%,?,3%,1%,0%,1%,17%

Reprinted at random: 2 entries already listed
structure,RORgamma inh,FLuc modulator,MBNL1 CUG block,KCNH2 3.1 inh,PKM2 activator,Menin-MLL TR inh,Mito fusion act,ELG1 repair inh,Rab9 promoter act,NPC1 prom act,Gal4-VP16 FLuc
[O-]c1c[n+](-c2ccccc2)no1,25%,-12%,4%,27,-4%,·,-1%,11%,8%,-4%,3%
COc1ccc(S(=O)(=O)N2CCN(CCCOc3ccc(F)cc3)CC2)cc1OC,29%,0%,-2%,-12,-7%,1%,0%,-17%,3%,0%,16%

More compounds.
structure,RORgamma inh,FLuc modulator,MBNL1 CUG block,KCNH2 3.1 inh,PKM2 activator,Menin-MLL TR inh,Mito fusion act,ELG1 repair inh,Rab9 promoter act,NPC1 prom act,Gal4-VP16 FLuc
CCCN(C(=O)Cn1c(C(F)(F)F)nc2ccccc21)C1CCS(=O)(=O)C1 (centres undefined),·,-2%,·,11,·,·,4%,-2%,-4%,-3%,·
O=c1cc(CN2CCN(Cc3ccccc3)CC2)c2cc3c(cc2o1)CCC3,5%,0%,4%,-14,0%,·,15%,-14%,0%,-1%,-6%
N#C/C(=C/c1ccco1)c1nc2ccccc2s1,5µM*,1.9µM*,·,-37,-11%,?,10%,?,3.5µM*,18%,5.6µM*
COc1cccc(-c2nc3c(c(SCC(=O)N4CCOCC4)n2)Cc2c(CO)cnc(C)c2O3)c1,19%,-1%,-1%,4,·,·,0%,4.6µM*,-4%,-1%,-18%
CCOc1cc(CNc2ccc(Br)cc2)cc(Br)c1OCC(=O)NC(C)(C)C,6%,1%,-8%,16,-1%,-1%,1%,?,-4%,-2%,-1%
CN(Cc1nc2ccccc2[nH]1)C(=O)C1CCC(=O)N(CCc2cccc(F)c2)C1 (centres undefined),-29%,1%,-2%,-1,-13%,·,0%,3%,6%,1%,-4%
CS(=O)(=O)N(CC(=O)N1CCCC1)c1cccc(Cl)c1Cl,11%,0%,-2%,-13,?,5%,-3%,-11%,3%,-3%,0%
CCCCNC(=O)CCSc1nc2nc(C)cc(C)n2n1,2%,2%,-9%,3,-1%,-2%,-2%,10%,1%,3%,1%
O=C(O)c1ccc2c3c(cccc13)C(=O)N(c1cccc3ccccc13)C2=O,28%,-5%,10%,8,-7%,5%,0%,6%,11%,-5%,-4%
CC(=O)Nc1nnc(SCC(=O)N2CCN(Cc3ccccc3)CC2)s1,4%,4%,-15%,1,1%,-20%,-2%,-10%,-7%,-7%,16%
O=C(/C=C/c1ccco1)c1ccccc1O,-30%,11µM*,-5%,6,-4%,-3%,-7%,?,-4%,-4%,?
COc1ccc(-n2nc(C(=O)NCC(=O)N3CCN(Cc4ccccc4)CC3)c3ccccc3c2=O)c(OC)c1,18%,?,-10%,17,-2%,-18%,-6%,5%,0%,0%,-14%
CCOCCCNC(=O)CSc1nnc(-c2ccc(S(=O)(=O)N3CCCC3)cc2)n1C,20%,2%,-3%,-2,-2%,-4%,5%,-2%,14%,-3%,-7%
Cc1ccc(SCCNC(=O)/C=C/c2cccc([N+](=O)[O-])c2)cc1,13%[10 µM],-3%,·,1,7%,22%,-20%,0%,-4%,-7%,6%
Cc1ccc(C2OCC3(CO2)COC(c2ccc(C)cc2)OC3)cc1 (centres undefined),-3%,1%,·,13,0%,0%,1%,2%,0%,-4%,-4%
Cc1ccc2nc(Cl)c3cc(C(=O)N(CCN(C)C)Cc4ccco4)sc3c2c1,-32%,-4%,1%,9,0%,?,0%,10%,-6%,-4%,-13%
Cc1ccc(C(=O)N/C(=C\c2ccc(-c3ccc([N+](=O)[O-])cc3)o2)C(=O)NC2CCS(=O)(=O)C2)cc1 (centres undefined),3%,-2%,?,5,4%,?,-19%,?,-3%,0%,-19%
COc1ccc(-n2c(SCC(=O)N/N=C/c3ccccc3OCC(=O)O)nc3ccccc3c2=O)cc1,31%,-6%,-1%,-9,-12%,·,-2%,12%,-3%,-8%,3%
COc1ccc(C(=O)NCC(=O)OCc2ccc(Cl)cc2Cl)cc1OC,·,·,·,-2,·,·,-7%,-2%,-1%,-1%,·
CC(C)c1ccc(NC(=O)CSc2nc3c(c(=O)[nH]2)CCC3)cc1,-11%,-1%,-11%,·,-2%,-19%,-5%,1%,-2%,10%,-2%[0.365 µM]
CCn1c(N2CCN(C(=S)Nc3ccc(OC)cc3)CC2)nc2ccccc21,-9%,2%,-7%,-15,2%,24%,-9%,?,-14%,-7%,23%
Cc1occc1-c1nnc(SCC(=O)Nc2ccccn2)o1,27%,-3%,-8%,5,20%,9%,6%,?,?,?,-7%[10 µM]
c1ccc(N2CCN(c3ccccc3)C2c2ccncc2)cc1,?,-2%,-5%,-18,5%,-7%,7%,?,-3%,11%,-30%
CCC(Sc1nc(-c2cccc(OC)c2)c(C#N)c(=O)[nH]1)C(=O)Nc1nnc(C(C)C)s1 (centres undefined),4%,?,-7%,16,1%,?,-6%,5%,-6%,-2%,1%
CCCC[C@H]1COCCS(=O)(=O)N1Cc1cccc(F)c1,-4%,2%,10%,-9,2%,1%,-1%,10%,-2%,2%,0%
COc1ccc(N2C(=O)C3CCCN3C2c2ccccc2)cc1 (centres undefined),-13%,3%,6%,-2,6%,-5%[11.7 µM],1%,14%,1%,0%,0%
O=C(NC(=S)N1CCCC1)c1ccccc1Cl,-7%,2%,-9%,23,-2%,·,2%,0%,0%,1%,2%
CC(=O)NCCC(=O)N(Cc1ccccc1)c1nc2c(C)cccc2s1,-13%,2%,2%,-42,4%,·,7%,-15%,-6%,-2%,-11%

Compound activity as filed in PubChem BioAssay.
